HT1080 IDH1KD tx – toxicity to HT-1080 IDH1 knockdown cells (counter line). HT-1080 IDH1 knockdown viability, ATP luminescence, 48 h. Potency, µM (titrated, usually from 46.1 µM), inactives show top-dose activity, negative = toxicity, hits mostly cytotoxic. 360,000 tested, 2% active. AID 686971;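 note: potency is the fitted concentration of half-maximal effect; 0% = DMSO wells and -100% = cell-free medium wells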
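CellTiter-Glo luminescence after 48 h compound exposure at 37 degrees C of IDH1-knockdown HT-1080 cells in 5% FBS RPMI. %Activity scaled between DMSO wells and cell-free media wells, with curves fitted and assigned curve classes.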
ATXN viability – cell viability loss in ATXN counter-screen; S2 cells (HEK-293 line with an ATXN2-luciferase reporter) viability, CellTiter-Fluor protease fluorescence, 24 h; Potency, µM (titrated, usually from 56.7 µM), hits mostly cytotoxic; 400,000 tested, 0.49% active; AID 651635; note: potency is the fitted concentration of half-maximal effect; nearly all actives have a fitted effect of over 40% in size
HepG2 viability – HepG2 cytotoxicity, counter-screen for TGF-b inhibitors | HepG2 CAGA-GFP viability, ATP luminescence, 18 h | Potency, µM (top dose mostly 46.1 µM), without a hit: at the top dose activity change, negative = cytotoxicity, usual class: cytotoxic | 410,000 tested, 0.76% active | AID 588856; note: potency is the fitted concentration of half-maximal effect; some results filed as inactive show a strong effect at the top dose
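CellTiter-Glo luminescence gave cytotoxicity after 18 hours at 37 degrees C. The cells were HepG2 CAGA-GFP in 1% FBS DMEM, stimulated with 500 pg/mL TGF-beta after compound addition. %Activity was normalised to no-cell wells (complete cell-killing) and DMSO (no toxicity), and curves were fitted and classified.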
HT1080-NT tox – kills 2HG-producing HT-1080-NT fibrosarcoma cells | HT-1080-NT fibrosarcoma viability, CellTiter-Glo ATP luminescence, 48 h | Potency, µM (doses to about 46.1 µM), without a hit: at the top dose activity, negative = less viability, usual class: cytotoxic | 360,000 tested, 1.6% active | AID 686970;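 note: NT is the 2HG producing partner of a matched IDH1 knockdown line; potency is the fitted concentration of half-maximal effect; 0% = DMSO-treated cells and -100% = media-only wells without cells; nearly all actives have a fitted effect of over 55% in size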
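Viability by CellTiter-Glo luminescence after 48 h compound exposure at 37C of HT-1080-NT cells (750/well, RPMI, 5% FBS). % activity scaled between DMSO wells and medium-only wells, then curve-fitted and categorized by curve class.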
MCF10A rereplic – inducers of DNA re-replication in MCF 10A breast cells; 350,000 tested, 2.9% active; MCF 10A DNA re-replication, Hoechst nuclear intensity, 48 h; Potency, µM (titrated, usually from 46.1 µM), for the others: top-dose activity, positive = re-replication, usual class: activators; note: potency is the fitted concentration of half-maximal effect; % of control where 0% means no effect; nearly all actives have a fitted effect of over 50% in size
ATXN2 expr inh – inhibitors of ATXN2 expression; HEK-293 ATXN2-luciferase reporter, luminescence, 24 h; Potency, µM (highest dose often 57 µM), for inactives: at the highest dose activity change, negative = inhibition, hits mostly inhibitors; 360,000 tested, 0.72% active; AID 1745845; note: potency is the fitted concentration of half-maximal effect; % is set by controls: 0 for no effect and ±100 for the full control effect; nearly all actives have a fitted effect of over 55% in size
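ATXN2-luciferase reporter cells (luciferase flanked by upstream and downstream ATXN2 gene portions) were treated 24 h at 37 °C with compounds at up to 57 uM. SteadyGlo luminescence gave expression; GF-AFC fluorescence gave viability.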
KB-3-1 tox – kills parental KB-3-1 adenocarcinoma cells | KB-3-1 viability, CellTiter-Glo ATP luminescence, 72 h | Potency, µM (top dose mostly 46.1 µM), without a hit: at the top dose activity change, negative = cytotoxic, usual class: cytotoxic | 400,000 tested, 1.4% active; note: potency is the fitted concentration of half-maximal effect; % is set by controls: 0 for no effect and ±100 for the full control effect; nearly all actives have a fitted effect of over 60% in size
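Multi-concentration cytotoxicity screen in KB-3-1 cells grown in DMEM lacking phenol red with 10% FBS. After 72 h at 37 °C with compound, ATP-dependent luminescence was recorded.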
IL-1B inflam inh – blocks inflammasome-driven IL-1 beta release. THP-1 LPS/ATP IL-1B secretion, AlphaLISA, 16 h; active compounds read low. activity change, % at 57.5 µM. 360,000 tested, 4.7% active. AID 743279; in the data active = activity change below about -50%; inconclusive = mostly about -30% to -49%; note: % is set by controls: 0 for no effect and ±100 for the full control effect
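Secreted IL-1B measured by AlphaLISA bead assay after 16 h compound exposure of THP-1 cells; compounds (final up to 57.5 uM) added 1 h before LPS (250 ng/mL) and ATP (1.25 mM) stimulation; lower signal means less secretion.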
SW480 rereplic – induces DNA re-replication in SW480 colon adenocarcinoma cells; SW480 DNA re-replication, Hoechst DNA content imaging, 48 h; Potency, µM (top dose mostly 46.1 µM), for inactives: top-dose re-replication activation, most hits filed as activators; 340,000 tested, 1.8% active; note: potency is the fitted concentration of half-maximal effect; % of control where 0% means no effect; nearly all actives have a fitted effect of over 55% in size
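Readout is total intensity of Hoechst-stained nuclei, excited at 405 nm and collected at 500-530 nm. Compound treatment lasted 48 hr at 37 C in 5% CO2 before staining.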
Active calls of the source: *; i = inactive; ? = inconclusive; · = not tested or not shown; [ ] = another dose, or the depositor's remark. Unless noted, calls come from the whole dose curve; as a rule, active = well fitted curve in the direction sought with a large enough effect; inconclusive = small, poorly fitted or top-dose-only effect, or another doubt; inactive = no such curve, though single readings can be large; an effect the other way counts as inactive or inconclusive.

Molecule,HT1080 IDH1KD tx,ATXN viability,HepG2 viability,HT1080-NT tox,MCF10A rereplic,ATXN2 expr inh,KB-3-1 tox,IL-1B inflam inh,SW480 rereplic
c1ccc(C2NCCNC2c2ccccc2)cc1 (configuration not stated),3.7%,i,5.5%,2.0%,-0.6%,1.1%,18.7%,-9.4,-9.6%
CC(C)(C)NC(=O)NC(=O)CSc1ncn[nH]1,-3.4%,i,0.0%,-5.7%,-30.0%,27.0%,2.8%,11.3,36.6%
Cn1ccnc1SCC(=O)Nc1cc(Cl)ccc1Cl,·,?,-5.6%,·,·,23.9%,11.7%,·,·
Cc1ccc(NC(=O)C2CCCN2C(=O)Oc2ccccc2)cc1 (configuration not stated),1.3%,i,-8.4%,1.4%,-0.2%,-13.6%,0.1%,13.0,2.6%
COc1ccc(CC(=O)Nc2ccc(S(=O)(=O)N3CCOCC3)cc2)cc1,2.7%,i,7.8%,0.0%,-2.5%,6.6%,·,-0.7,0.0%
CCc1nnc2c(NCc3cccc(OC)c3)nc3ccccc3n12,·,i,-6.9%,·,·,1.0%,-3.2%,·,·
CCOC(=O)/C(=N\Nc1ccccc1Cl)N(C)C1CCCCC1,-5.8%,i,-20.9%,7.4%,0.4%,-2.5%,0.2%,29.2,-13.4%
CCOc1ccc(S(=O)(=O)N2CCCC(C(=O)NCCN3CCOCC3)C2)cc1Cl (configuration not stated),-7.6%,i,-7.5%,-9.0%,0.6%,-1.2%,0.7%,-6.7,-22.0%

Looked up one by one from the list above (2):
Molecule,HT1080 IDH1KD tx,ATXN viability,HepG2 viability,HT1080-NT tox,MCF10A rereplic,ATXN2 expr inh,KB-3-1 tox,IL-1B inflam inh,SW480 rereplic
CCOc1ccc(S(=O)(=O)N2CCCC(C(=O)NCCN3CCOCC3)C2)cc1Cl (configuration not stated),-7.6%,i,-7.5%,-9.0%,0.6%,-1.2%,0.7%,-6.7,-22.0%
CCc1nnc2c(NCc3cccc(OC)c3)nc3ccccc3n12,·,i,-6.9%,·,·,1.0%,-3.2%,·,·

(more compounds)
Molecule,HT1080 IDH1KD tx,ATXN viability,HepG2 viability,HT1080-NT tox,MCF10A rereplic,ATXN2 expr inh,KB-3-1 tox,IL-1B inflam inh,SW480 rereplic
CN(CCO)c1ccc2c(c1)OC[C@@H](Cc1ccccc1)NS2(=O)=O,7.3%,i,·,13.4%,·,0.4%,14.0%,41.4,·
CC(C)C(NS(=O)(=O)c1ccc2c(c1)oc(=O)n2C)C(=O)NCc1ccccc1 (configuration not stated),·,i,-2.7%,·,·,3.5%,-4.3%,·,·
Cc1ccc(C)c(C(=O)CCC(=O)OCn2nnc3ccccc3c2=O)c1,-2.2%,i,-0.1%,-0.6%,3.9%,9.2%,13.7%,-10.8,80.0%
Cc1ccc(S(=O)(=O)N(CC(=O)Nc2ccccc2-c2ccccc2)c2ccc(C)cc2C)cc1,-4.2%,i,-17.5%,-1.8%,10.0%,-10.5%,-21.0%,-2.5,·
Cc1ccc(C(=O)CC2(O)C(=O)N(Cc3ccccc3F)c3ccccc32)cc1 (configuration not stated),·,i,-8.9%,·,·,-9.2%,4.2%,·,·
COc1ccccc1NC(=O)Cc1noc(CSc2n[nH]c(N)n2)n1,0.7%,?,7.1%,0.5%,4.9%,·,4.1%,-3.6,-100.7%[inhibitor]
NC(=O)CC(NC(=O)c1ccc(Br)cc1)c1ccc(NC2CCCCCCC2)c([N+](=O)[O-])c1 (configuration not stated),?,·,-4.0%,?,-22.6%,?,-10.6%,?,-6.6%
COc1ccc2c(c1)nc(N)n2Cc1ccccc1,-0.1%,i,-16.4%,-9.3%,27.0%,-6.6%,-10.8%,-98.3*,3.9%
CC(=O)c1ccc(CCCc2ccc(C(C)=O)cc2)cc1,-13.3%,i,-6.3%,-0.7%,?,19.4%,?,?,-5.7%
CC1CC(C)CN(C(=O)COC(=O)c2ccc3ccccc3n2)C1 (configuration not stated),15.2%,i,-24.4%,13.2%,-2.4%,5.3%,0.0%,42.1,-3.7%
O=C(O)Cc1coc2ccc3ccccc3c12,-2.7%,i,-3.6%,-13.4%,-27.7%,-9.8%,5.5%,-7.0,0.2%
O=C(CO/N=C/c1ccccc1O)N1CCc2ccccc21,-3.4%,i,-16.5%,-2.6%,6.3%,-13.9%,18.1%,-4.7,0.6%
O=C1C(=NO)CCc2ccccc21,?,?,-90.3%,-14.7%,19.8%,?,?,-77.9*,20.6µM*
O=C(OCc1ccccc1F)c1cc2ccccc2cc1O,6.0%,i,1.0%,7.8%,-1.5%,6.6%,-14.4%,-15.1,0.0%
CC1(C(=O)NCc2ccc3c(c2)OCO3)CCN1C(=O)Cc1ccc(Cl)cc1Cl (configuration not stated),-15.1%,?,-15.0%,-12.9%,·,-12.7%,-11.7%,-19.6,·
CCC(C)NC(=O)CCc1nnc2ccc(N3CCC(C)CC3)nn12 (configuration not stated),11.8%,i,4.7%,17.3%,5.7%,4.8%,-3.5%,-8.3,5.2%
CC(=O)Nc1ccc(-c2csc(N/N=C(/C)c3ccccc3)n2)cc1,-7.6%,i,-4.6%,-22.6%,10.8%,-7.2%,-10.8%,-70.4*,-2.3%
O=C(Nc1ccncc1)c1cc(S(=O)(=O)N2CCCCC2)ccc1Cl,-12.4%,i,-15.3%,-28.9%,-13.3%,-15.7%,-11.4%,25.1,-51.2%[inhibitor]
O=C(NCCCn1ccnc1)c1cc(-c2cccc(O)c2)on1,0.1%,i,-14.0%,0.0%,1.5%,·,2.2%,21.4,0.2%
O=C(C1Cc2ccccc2CN1S(=O)(=O)c1ccc(F)cc1)N1CCCCCC1 (configuration not stated),0.5%,i,7.6%,-5.2%,250.0%[0.0737 µM],-0.8%,14.5%,13.1,-1.7%
CCCS(=O)(=O)c1c(S(=O)(=O)CCC)c2ccc(C(N)=O)cn2c1C(=O)c1ccc(F)cc1,-3.6%,i,2.3%,-10.6%,-19.1%,-1.7%,8.3%,27.2,11.0%
CNC(=O)/C(=C\c1ccc([N+](=O)[O-])cc1)NC(C)=O,12.1%,i,6.6%,10.0%,-5.3%,-4.1%,7.7%,-4.9,-0.4%
CC1(C)CC(=O)C(C(=O)Cc2ccccc2[N+](=O)[O-])C(=O)C1,11.9%,i,-2.4%,16.2%,?,7.1%,3.0%,-1.7,-0.1%
O=C(N/N=C/c1ccc([N+](=O)[O-])o1)c1cn2ccc3ccccc3c2n1,3.0%,i,25.8%,-16.4%,?,?,0.0%,-6.1,20.6µM*

Ordered by value in IL-1B inflam inh (low to high): 3 from the list above.
mol | IL-1B inflam inh
CNC(=O)/C(=C\c1ccc([N+](=O)[O-])cc1)NC(C)=O | -4.9
CC1(C)CC(=O)C(C(=O)Cc2ccccc2[N+](=O)[O-])C(=O)C1 | -1.7
O=C(C1Cc2ccccc2CN1S(=O)(=O)c1ccc(F)cc1)N1CCCCCC1 (configuration not stated) | 13.1

Further structures
Molecule,HT1080 IDH1KD tx,ATXN viability,HepG2 viability,HT1080-NT tox,MCF10A rereplic,ATXN2 expr inh,KB-3-1 tox,IL-1B inflam inh,SW480 rereplic
CC(=O)NC(CC(=O)Nc1ccc(S(=O)(=O)N2CCCC2)cc1)c1ccccc1 (configuration not stated),15.6%,i,-14.1%,11.6%,-3.3%,-8.3%,-0.8%,-6.4,-1.3%
Cc1ccc(N2CCN(C(CCc3ccccc3)C(=O)Nc3c(C)cccc3C)CC2)cc1 (configuration not stated),-8.8%,·,·,-0.4%,·,·,-23.0%,-14.0,·
Nc1nc(CSc2nc3ccccc3s2)nc(N2CCCCC2)n1,-11.0%,i,-1.9%,-3.1%,?,-7.7%,-3.3%,-23.5,22.4%
CN(Cc1ccccc1)c1ncnc2ccc(Br)cc12,?,i,-99.0%,?,26.5%,-12.0%,0.0%,-5.2,-13.5%
O=C1CC2(CCCC2)C(=O)N1c1ccc(S(=O)(=O)NCC2CC2)cc1Cl,2.0%,i,-14.8%,7.8%,?,-9.1%,-3.0%,·,-26.3%
CS(=O)(=O)N1CCN(c2ccc(NC(=O)COc3ccccc3)cc2)CC1,25.4%,i,0.0%,22.1%,19.5%,4.6%,12.5%,-7.2,-104.4%[inhibitor]
O=C(O)c1cc(NN=C2CCN(Cc3ccccc3)CC2)ccc1Cl,21.4%,i,2.4%,-0.6%,0.9%,53.4%[activator],12.2%,-1.9,4.0%
Cc1ccnc(NC(=O)CNC(=O)c2ccc3ccccc3c2)c1,3.0%,i,-43.3%,13.6%,3.9%,-30.2%,8.1%,39.5,-14.6%
CCN(CC)C(=O)[C@H]1CC(CC(=O)NCCN2CCOCC2)C(=O)N2CCc3c([nH]c4ccc(OC)cc34)[C@]12C (some centres not stated),8.7%,i,-1.9%,8.8%,1.8%,7.8%,0.0%,-8.7,0.8%
CCN(CC)CCSc1nnc(Nc2ccccc2)n1-c1ccccc1,20.4%,i,2.3%,15.6%,-13.1%,-9.9%[11.3 µM],-0.4%,-2.8,-0.3%
CCOC(=O)N1CCN(C(=O)C(C)(C)Oc2ccc(Cl)cc2)CC1,1.3%,i,-20.7%,3.0%,-6.1%,-0.7%,7.2%,-18.6,0.7%
Cc1ccc(-n2nc(CN3CCOCC3)c(-c3ccccc3)c2N)c(C)c1,16.3%,i,-12.2%,18.0%,-0.5%,-9.1%,-0.2%,-6.1,3.5%
